E coli RNAP: Escherichia coli RNA polymerase inhibition. AID 559. 0.2% of 62,000 active. inhibition, %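 (tested at 10 µM)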. E. coli RNA polymerase, fluorescence transcription assay. P0A8V2; in the data active = inhibition above about 20%;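 also: 0% = enzyme without compound and 100% = no enzyme blank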
CatS inh: human cathepsin S inhibition. P25774. recombinant cathepsin S, AMC dipeptide fluorescence, pooled mixtures. inhibition, %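 (tested at 5 µM per compound within 10-compound mixtures)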. 0.06% of 62,000 active. AID 501; in the data active = inhibition above about 32%, passing the limit was not always enough;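 also: 0% = enzyme without compound and 100% = blank without enzyme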
Target sequence (P25774 115-331 limits assumed): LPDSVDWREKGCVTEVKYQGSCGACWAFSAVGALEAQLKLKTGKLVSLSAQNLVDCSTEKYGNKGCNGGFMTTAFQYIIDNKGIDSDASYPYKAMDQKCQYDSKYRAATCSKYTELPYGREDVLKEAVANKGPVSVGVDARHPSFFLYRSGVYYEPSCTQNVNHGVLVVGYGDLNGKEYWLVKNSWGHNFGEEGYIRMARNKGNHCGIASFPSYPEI
CatL inh: inhibitors of human cathepsin L | purified cathepsin L, fluorogenic substrate, fluorescence | inhibition, %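 (tested at 10 µM)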 | 0.17% of 58,000 active | AID 460; in the data active = inhibition above about 45%;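 also: 0% = enzyme with no compound and 100% = no enzyme blank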
Target sequence (P07711 114-288 limits assumed): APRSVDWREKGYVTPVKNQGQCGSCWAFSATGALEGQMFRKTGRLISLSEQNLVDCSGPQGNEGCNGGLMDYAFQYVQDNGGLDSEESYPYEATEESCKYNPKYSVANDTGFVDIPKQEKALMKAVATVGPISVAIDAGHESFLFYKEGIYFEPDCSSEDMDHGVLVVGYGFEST
Target sequence (P07711 292-333 limits assumed): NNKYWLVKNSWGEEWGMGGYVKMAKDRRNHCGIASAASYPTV
FXIa inh mix: factor XIa (human) inhibition, mixture screen | AID 680 | inhibition, % at 5 µM | P03951 | 0.19% of 62,000 active | purified FXIa, fluorogenic substrate, pooled mixtures; in the data active = inhibition above about 20%, passing the limit was not always enough;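 also: each value is inhibition by a whole ten-compound pool holding the compound; 0% = enzyme with no mixture and 100% = wells lacking enzyme; strong numbers were not always called active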
Target sequence (P03951 19-387 limits assumed): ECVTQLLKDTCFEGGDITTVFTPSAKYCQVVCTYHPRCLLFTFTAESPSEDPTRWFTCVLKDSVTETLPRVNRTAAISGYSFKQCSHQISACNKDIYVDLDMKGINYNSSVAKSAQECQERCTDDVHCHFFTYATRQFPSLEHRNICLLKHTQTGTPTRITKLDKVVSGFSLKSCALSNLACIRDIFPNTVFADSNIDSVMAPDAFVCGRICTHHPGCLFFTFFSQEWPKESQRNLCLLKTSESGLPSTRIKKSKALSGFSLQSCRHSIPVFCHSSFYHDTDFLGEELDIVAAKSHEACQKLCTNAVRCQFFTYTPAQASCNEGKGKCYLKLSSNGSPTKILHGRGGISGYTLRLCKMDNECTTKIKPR
Target sequence (P03951 388-625 limits assumed): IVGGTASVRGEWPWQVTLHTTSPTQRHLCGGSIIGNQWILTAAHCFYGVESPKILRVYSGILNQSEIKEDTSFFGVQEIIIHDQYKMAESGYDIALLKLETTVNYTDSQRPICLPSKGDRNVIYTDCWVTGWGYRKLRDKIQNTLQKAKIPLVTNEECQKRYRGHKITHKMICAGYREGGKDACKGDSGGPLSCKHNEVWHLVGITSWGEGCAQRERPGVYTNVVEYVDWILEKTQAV
AP ELISA ortho: alternative pathway complement inhibition, orthogonal assay; Human serum alternative complement pathway, LPS-coated ELISA, C3 deposition; tested in compound mixtures; inhibition, % at 5 µM; 0.08% of 62,000 active; AID 1235;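 active = inhibition above 30% in each of the two pooled mixtures holding the compound, so the lower value exceeds 30%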;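 also: 0% = serum in Mg-EGTA without compound and 100% = EDTA serum blank; some compounds past the cut are filed as inactive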
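Test system: human serum complement alternative pathway, C3 deposition onto LPS / Medium: Mg2+-EGTA GVB++ buffer containing human serum at 1:15 dilution / Probe or stimulus: Plate-bound LPS / Times: 1 h at 37 °C / Signal: ELISA with HRP anti-human C3 antibody, TMB substrate, absorbance 450 nm / Measure: percent inhibition / Repeats: two pool placements per compound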
CatB inh: human cathepsin B inhibition; P07858; purified cathepsin B, fluorogenic substrate, fluorescence; inhibition, %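 (tested at 10 µM)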; 0.1% of 63,000 active; AID 453; in the data active = inhibition above about 21%;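 also: 0% = enzyme with no compound and 100% = no enzyme blank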
CatB mix inh: human cathepsin B inhibition by mixtures; P07858; 0.06% of 62,000 active; Purified cathepsin B, AMC dipeptide fluorescence, compound mixtures; inhibition, %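 (ten-compound pools at 5 µM per compound and 50 µM total)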; in the data active = inhibition above about 22%, passing the limit was not always enough;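 also: 0% = enzyme without compound and 100% = no enzyme blank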
C1s block: blocks human complement C1s protease activity | P09871 | purified C1s, fluorogenic AMC substrate, pooled mixtures | mean inhibition % of two 10-compound mixtures (active compounds read high), % at 5 µM (by protocol) | 0.16% of 62,000 active | AID 538;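 active = inhibition above 20% in each of the two 10-compound mixture wells holding the compound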;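 also: 0% = enzyme wells lacking compound mixture and 100% = no-enzyme blank wells; some compounds called inactive have numbers as strong as hits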
CatG inh: inhibitors of human cathepsin G. AID 581. inhibition, % at 5 µM (by protocol). purified enzyme, AMC-tetrapeptide fluorescence, pooled mixtures. P08311. 0.2% of 62,000 active;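 active = inhibition above 20% in each of the two mixture wells holding the compound; inactive = inhibition of 20% or less in either well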;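 also: 0% = enzyme control without mixture and 100% = blank lacking enzyme; strong numbers were not always called active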
* marks the source's active call; other numbers are inactive results; · = no result given. A portion of the library, so the mix of outcomes need not match the whole.

SMILES | E coli RNAP | CatS inh | CatL inh | FXIa inh mix | AP ELISA ortho | CatB inh | CatB mix inh | C1s block | CatG inh
Cc1cc(NC(=O)CSc2ccc(Cl)cc2)no1 | -7.9 | 9.3 | 2.9 | -3.6 | -3.2 | -1.1 | 2.2 | -6.2 | -15.9
O=C(CSc1nc2ccccc2c(=O)[nH]1)Nc1ccc(S(=O)(=O)N2CCCC2)cc1 | -12.1 | -4.6 | -11.7 | 0.1 | -9.3 | 1.4 | 1.2 | -16.8 | -13.5
COc1ccc(OC)c(NC(=O)CSc2nnc(N)s2)c1 | 8.3 | 12.7 | 6.4 | 4.9 | -16.8 | 7.2 | 4.1 | -14.2 | 0.4
Cc1noc(C)c1S(=O)(=O)Nc1ccc(C(=O)O)cc1 | -2.7 | 0.8 | -3.5 | 5.9 | 22.0 | 0.7 | 5.6 | 8.1 | 10.1
CC(N=c1ccccn1C(=O)Nc1ccc(F)cc1)c1ccco1 (centres undefined) | 2.1 | 6.9 | 8.1 | 3.5 | -5.9 | 5.7 | -2.7 | 16.4 | 13.0
O=C(O)C1C2C=CC(C2)C1C(=O)NCCc1ccncc1 (centres undefined) | 5.2 | -3.1 | -0.1 | 0.0 | 11.2 | -4.6 | 2.3 | 1.3 | 2.3
Cc1ccc(C)c(N2CCN(C(=O)C3CCN(S(=O)(=O)c4cccc5nsnc45)CC3)CC2)c1 | 7.3 | 20.9 | 5.7 | 6.0 | 9.7 | -3.9 | 10.0 | 0.4 | -0.4
C=CCn1c(NC(C)c2cc(Cl)ccc2O)nc2ccccc21 (centres undefined) | -0.3 | -15.3 | -6.9 | 4.4 | 27.0 | 1.8 | 2.1 | -5.3 | 4.3
CCCSc1nc2c(c(=O)[nH]c(=O)n2C)n1C | -0.4 | 15.2 | -0.2 | 5.9 | -9.8 | 10.4 | 6.4 | 39.6 | -7.1
Cc1cc(-n2c(C)cc(C(=O)CSc3ccc4c(c3)OCCO4)c2C)no1 | 5.0 | 3.8 | 3.1 | 1.8 | 13.2 | 2.3 | 4.9 | 0.2 | 9.1
COc1ccc(CN/C(C)=C(/C#N)C(N)=O)cc1OC | 0.0 | 18.1 | 8.4 | 0.5 | 12.7 | 0.8 | -1.5 | -1.9 | -2.8
O=c1nc(-c2ccccc2)n(-c2ccccc2)c2ncccc12 | 0.1 | 0.4 | 4.8 | 12.7 | 20.7 | -0.1 | 3.7 | 21.4 | 11.1
COc1ccc(N2C(=NC(C)=O)SC3CS(=O)(=O)CC32)cc1OC (centres undefined) | -1.6 | 6.6 | -0.4 | 0.8 | -7.4 | 5.8 | 7.9 | -18.1 | -4.9
CC(=O)Nc1ccc(S(=O)(=O)NCCSc2ccccn2)cc1 | 3.7 | 5.5 | -0.7 | 2.1 | -3.3 | -0.4 | 2.1 | 0.6 | -0.2
COc1cc(C(=O)Nc2ccc(N(C)C)cc2)cc(OC)c1OC | 8.3 | 2.1 | · | -5.3 | 1.9 | -1.2 | -2.7 | 0.3 | 3.6

Gathered by group: the compounds so far with four or more nitrogen atoms.
SMILES | E coli RNAP | CatS inh | CatL inh | FXIa inh mix | AP ELISA ortho | CatB inh | CatB mix inh | C1s block | CatG inh
O=C(CSc1nc2ccccc2c(=O)[nH]1)Nc1ccc(S(=O)(=O)N2CCCC2)cc1 | -12.1 | -4.6 | -11.7 | 0.1 | -9.3 | 1.4 | 1.2 | -16.8 | -13.5
COc1ccc(OC)c(NC(=O)CSc2nnc(N)s2)c1 | 8.3 | 12.7 | 6.4 | 4.9 | -16.8 | 7.2 | 4.1 | -14.2 | 0.4
Cc1ccc(C)c(N2CCN(C(=O)C3CCN(S(=O)(=O)c4cccc5nsnc45)CC3)CC2)c1 | 7.3 | 20.9 | 5.7 | 6.0 | 9.7 | -3.9 | 10.0 | 0.4 | -0.4
CCCSc1nc2c(c(=O)[nH]c(=O)n2C)n1C | -0.4 | 15.2 | -0.2 | 5.9 | -9.8 | 10.4 | 6.4 | 39.6 | -7.1

(cont.)
SMILES | E coli RNAP | CatS inh | CatL inh | FXIa inh mix | AP ELISA ortho | CatB inh | CatB mix inh | C1s block | CatG inh
COCCCN1C(=O)c2[nH]nc(-c3ccccc3O)c2C1c1ccc(Cl)cc1 (centres undefined) | 3.2 | -3.1 | -22.9 | 6.4 | 4.5 | -4.6 | 1.5 | 3.5 | -1.6
Cn1c(CCNC(=O)c2ccco2)nc2cc(NS(=O)(=O)c3ccc(Cl)cc3)ccc21 | · | -0.8 | 5.7 | 10.9 | 18.5 | 2.0 | 6.9 | 5.2 | -1.8
CS(=O)(=O)N1CCC(C(=O)N2CCc3ccccc3C2)CC1 | 6.1 | 5.8 | 8.9 | -5.0 | -2.9 | -1.0 | -3.3 | -14.4 | -0.3
CN(C)C(=O)Oc1ccc[n+](C)c1 | 3.6 | -12.8 | -8.0 | -16.6 | 15.6 | -0.3 | -14.8 | -105.6 | -5.9
COC(=O)c1ccc2c(=O)n3c(nc2c1)SCC(c1ccccc1)=N3 | 6.9 | 2.6 | · | 8.8 | 10.5 | 1.9 | 2.0 | 16.0 | 15.4
C=CCn1c(SCC(=O)Nc2sc(C)c(C)c2C(=O)OCC)nnc1-c1sc(N)nc1C | 8.3 | 9.8 | · | -4.4 | -8.0 | 2.4 | -0.2 | -9.8 | 9.1
CC(=O)NC1CC2CCCC(C1)N2S(=O)(=O)c1cccc(F)c1 (centres undefined) | 12.0 | 18.0 | 10.4 | -3.1 | -8.3 | 0.9 | -6.5 | 1.5 | 12.1
COc1ccc(N(CC(=O)Nc2ccc3c(c2)OCO3)S(C)(=O)=O)c(OC)c1 | 5.8 | -6.2 | · | 0.9 | 5.5 | 1.6 | 2.2 | -33.5 | 5.4
CCn1c(CSc2ncccn2)nnc1SCC(=O)N1CCc2ccccc21 | 7.8 | 15.6 | 22.1 | 3.8 | 7.4 | 2.2 | 3.4 | 17.0 | 19.0
c1ccc(OCCCc2nc(-c3ccncc3)no2)cc1 | -1.6 | -17.0 | -1.5 | 2.6 | 12.4 | -7.8 | 4.5 | -5.4 | -1.0
COc1ccc(N2C(=O)C(CC(=O)O)S/C2=C\C(C)=O)cc1 (centres undefined) | 7.5 | 0.1 | 15.7 | 0.7 | 4.2 | 3.8 | -0.3 | -22.3 | 6.7
CC1Cc2ccccc2N1C(=O)CSc1nnc(CNc2ccccc2)o1 (centres undefined) | -2.4 | -0.6 | 3.7 | 0.4 | 17.2 | 1.6 | 2.1 | -5.4 | 6.7
CCCC(=O)Nc1nnc(COC)s1 | 11.5 | 11.8 | 20.0 | 8.9 | 8.6 | 1.2 | 8.1 | 2.7 | 4.6
Cc1cccc(N2CCN(S(=O)(=O)c3ccc4c(c3)CCC(=O)N4)CC2C)c1 (centres undefined) | 2.0 | -1.1 | -3.7 | 3.8 | 10.8 | -1.9 | 6.9 | 7.2 | 1.7
CCOCCCNC(=O)C1CCCN(S(=O)(=O)CC)C1 (centres undefined) | 6.5 | -10.9 | -0.9 | 7.7 | 8.6 | -2.3 | 9.8 | 2.5 | 5.7
N#CC1=C(N)C(C#N)(C#N)[C@H](c2ccsc2)[C@H]2COCC=C12 | 8.9 | -12.3 | 1.4 | 6.3 | 7.4 | 3.4 | 6.3 | 19.6 | 12.2
COC(=O)CSc1ccc2nnc(-c3ccc(F)cc3)n2n1 | 6.6 | 12.5 | 18.3 | 14.7 | 0.2 | -2.0 | 6.3 | 1.7 | 3.1
CCN1C(=O)/C(=C\N2CCN(c3ccccc3)CC2)SC1=S | 7.2 | 7.6 | 5.3 | 3.6 | 2.7 | 4.2 | 5.6 | 16.5 | 8.9
COc1ccc(CCCc2nnc(SCC(=O)Nc3ncc(C)s3)o2)cc1 | 4.5 | 5.4 | 19.2 | -32.4 | -4.5 | 1.0 | -10.5 | -96.2 | -7.1
Cn1c(=O)oc2cc(S(=O)(=O)NCCN3CCCCCC3)ccc21 | 5.6 | -1.0 | -1.0 | 2.2 | 6.8 | -2.3 | -0.2 | -0.5 | -1.0
N#CN=C(N)c1ccccc1 | 1.9 | -0.1 | 2.8 | 3.1 | 8.6 | 3.7 | 0.7 | -27.1 | 8.0
O=c1c(N2CCOCC2)nsnc1N1CCOCC1 | · | 3.7 | 6.0 | 3.4 | 23.6 | 2.0 | 3.4 | 12.5 | 9.0
CC[C@@H](C)[C@H](NS(=O)(=O)c1ccc(C)cc1)C(=O)N1CCC(C(=O)NCC(=O)O)CC1 | 2.5 | -0.8 | -9.6 | -1.3 | 30.7 | -2.5 | 2.4 | 0.7 | 7.4
CCCCn1nnnc1SCC(=O)Nc1ccc2c(c1)OCO2 | -1.2 | 3.6 | -2.0 | -2.8 | 20.6 | -1.0 | -5.7 | -12.6 | -0.8
Cc1cccc(-n2c(Cc3cc(=O)[nH]c(=O)[nH]3)nnc2SC(C)C)c1 | 6.3 | -6.6 | · | 3.0 | 20.9 | 0.3 | 17.0 | 14.0 | 10.3
O=C(N1CCCCC1)C12CC3CC(C1)CC(C(=O)N1CCCCC1)(C3)C2 | -1.1 | -5.6 | -5.8 | 1.3 | 19.2 | -0.7 | 3.8 | -2.0 | 8.8
Cn1cc(Cl)c(C(=O)NC2CCCCCC2)n1 | 2.1 | 11.6 | 17.5 | 8.5 | 3.7 | 1.5 | -2.6 | -1.2 | -0.2
Cc1ccccc1OCC(=O)Nc1ccc2c(c1)COC2=O | 3.8 | 7.1 | -12.7 | 8.8 | 0.3 | -0.9 | 7.0 | 7.3 | 4.9
Cc1noc(C)c1C(=O)Nc1nc(C23CC4CC(CC(C4)C2)C3)cs1 | 4.9 | 2.8 | 6.5 | -1.7 | -8.0 | 0.0 | -4.7 | -28.8 | -10.9
CCSC1(SCC)N=C(N)C2(C#N)C(c3ccccc3)NC(C)=CC12C#N (centres undefined) | 9.7 | -0.6 | -6.3 | 5.7 | 16.2 | 4.7 | 5.2 | 11.4 | 10.2
COC(=O)c1ccc(Cn2cc(Cl)cn2)cc1 | 10.2 | 17.4 | 19.2 | 7.9 | 4.6 | 1.9 | 4.9 | 13.0 | 13.9
Cc1cccc2cc(C#N)c(N3CCN(C)CC3)nc12 | 2.4 | 10.4 | -26.9 | 10.2 | 11.5 | -3.8 | 4.9 | -3.3 | -3.5
CCc1nc2nc(C)cc(Nc3cccc(C(F)(F)F)c3)n2n1 | 3.5 | -2.7 | 12.8 | 5.8 | 2.1 | 1.0 | -2.2 | -0.3 | 4.3
O=C(COc1ccccc1Cl)N1CCN(c2ccc(F)cc2)CC1 | 11.3 | 10.9 | 1.3 | 2.8 | 6.0 | 6.0 | 1.9 | 14.2 | 12.4
O=C(Nc1ccc(S(=O)(=O)N2CCOCC2)cc1)c1ccc(Cl)cc1 | 3.1 | 9.7 | 8.1 | 3.8 | 5.3 | 6.9 | 5.0 | -17.2 | -1.4
Cc1cc(C)n(CCOc2nonc2N)n1 | 11.8 | 3.6 | 7.0 | 1.7 | 1.6 | -0.5 | 3.8 | 13.3 | 7.5
CN1C(=O)c2ccccc2N(C)C1c1cccs1 (centres undefined) | · | -3.3 | -192.8 | -3.6 | 3.0 | -0.7 | 4.7 | -13.2 | 8.6
Cc1ccc(S(=O)(=O)N2CCOCC2)cc1C(=O)N1C(=O)c2cccc(N)c2C1=O | 8.5 | 0.7 | -1.7 | -2.1 | 1.2 | -0.8 | -1.2 | 3.0 | 3.8

Looked up above:
Reading for `Cc1cccc2cc(C#N)c(N3CCN(C)CC3)nc12` under C1s block: -3.3
Reading for `COC(=O)c1ccc(Cn2cc(Cl)cn2)cc1` under CatG inh: 13.9

High-throughput results: PubChem, PCMD
